From PubChem BioAssay
Vif-APOBEC3F blk: Vif-A3F binding inhibition | Potency, µM (doses to about 46.1 µM), without a hit: top-dose activity, negative = active | AID 602313 | HeLa A3F-eYFP + Vif (tagged APOBEC3F with the HIV-1 protein that degrades it), YFP fluorescence increase | actives 0.2% (n = 390,000); also: potency is read from the fitted curve at half-maximal effect; % of control where 0% means no effect; nearly all actives have a fitted effect of over 65% in size
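HeLa cells stably expressing A3F-eYFP plus Vif, plated and incubated overnight at 37 deg C, then exposed to compounds overnight at 37 deg C. Blocked degradation read as raised yellow fluorescence (Ex 488/Em 500-530).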
Vif-A3G inh: inhibitors of Vif-APOBEC3G interaction; AID 602310; Potency, µM (highest dose often 46.1 µM), for inactives: at the highest dose activity, negative = active, hits mostly inhibitors; Q9HC16; HeLa A3G-eYFP + Vif (tagged APOBEC3G with the HIV-1 protein that degrades it), YFP fluorescence, overnight; actives 0.076% (n = 410,000);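 also: potency is read from the fitted curve at half-maximal effect; % is scaled to controls: 0 for no effect and ±100 for the full control effect; nearly all actives have a fitted effect of over 60% in size; hits raise eYFP signal because A3G escapes Vif-driven loss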
Target sequence (Q9HC16 whole entry, looked up): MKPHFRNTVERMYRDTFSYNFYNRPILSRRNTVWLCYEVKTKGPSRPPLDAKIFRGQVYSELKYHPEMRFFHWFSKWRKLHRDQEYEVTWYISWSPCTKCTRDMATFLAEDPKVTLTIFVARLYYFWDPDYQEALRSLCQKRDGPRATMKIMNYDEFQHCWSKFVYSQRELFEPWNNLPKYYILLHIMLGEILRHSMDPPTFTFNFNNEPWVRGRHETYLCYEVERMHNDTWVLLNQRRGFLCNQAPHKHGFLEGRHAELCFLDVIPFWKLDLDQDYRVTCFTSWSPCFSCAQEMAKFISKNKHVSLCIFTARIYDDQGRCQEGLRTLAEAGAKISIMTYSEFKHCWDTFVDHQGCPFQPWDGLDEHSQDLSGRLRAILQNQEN
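HeLa cells stably expressing Vif and C-terminally eYFP-tagged A3G, seeded overnight at 37 deg C, then exposed to compound by pintool overnight at 37 deg C. Rise in yellow fluorescence (Ex 488/Em 500-530, Acumen) marks blocked Vif-driven A3G degradation.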
USP1 inh: inhibitors of human USP1/UAF1 deubiquitinase | recombinant USP1/UAF1, Ub-Rhodamine cleavage fluorescence | O94782 | Potency, µM (titrated, usually from 57.1 µM), for inactives: at the highest dose activity change, negative = inhibition, usual class: inhibitors | AID 743255 | actives 0.23% (n = 390,000); also: potency is read from the fitted curve at half-maximal effect; % is scaled to controls: 0 for no effect and ±100 for the full control effect; nearly all actives have a fitted effect of over 60% in size; inactives centre near -12
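In this screen, compounds sit with the deubiquitinase complex (1nM) for 15 min at room temperature before Ub-Rho is added at 150nM final. Fluorescence rise is then followed for 6 reads every 60 seconds.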
GRP78 ERSR act: induces the endoplasmic reticulum stress response in human glioma cells; U87-MG GRP78 promoter luciferase reporter, 16 h; Potency, µM, for the others: at the highest dose activation, actives largely listed as activators; actives 0.02% (n = 420,000); also: potency is read from the fitted curve at half-maximal effect; series mostly up to about 76 µM; % of control where 0% means no effect; nearly all actives have a fitted effect of over 35% in size
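Stably transfected U87-MG glioma cells carrying a GRP78-based luciferase sensor; 16 h compound incubation. Luminescence end-point read 10 min after Bright-Glo addition at room temperature.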
rTrxR1 inhibitor: blocks rat thioredoxin reductase 1; O89049; recombinant rTrxR1, NADPH fluorescence consumption, selenite substrate; Potency, µM (titrated, usually from 114 µM), without a hit: at the highest dose activity change, negative = inhibition, actives largely listed as inhibitors; actives 1% (n = 390,000); AID 588453; also: potency is read from the fitted curve at half-maximal effect; % is scaled to controls: 0 for no effect and ±100 for the full control effect; nearly all actives have a fitted effect of over 65% in size
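Rat TrxR1 (90 nM in the dispensed reagent) was pre-reduced with 400 uM NADPH for 5 min at room temperature, then incubated with compound for 15 min. After 400 uM selenite was added, NADPH fluorescence (Ex 340/Em 450 nm) was followed for 8 min.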
RGS4 inhibitor: blocks human RGS4-accelerated GTP hydrolysis; Potency, µM (titrated, usually from 114 µM), for inactives: at the highest dose activity change, negative = inhibition, most hits filed as inhibitors; Transcreener GDP fluorescence polarization, RGS4-accelerated GTP hydrolysis; P49798; actives 0.039% (n = 390,000); also: potency is read from the fitted curve at half-maximal effect; % is scaled to controls: 0 for no effect and ±100 for the full control effect; nearly all actives have a fitted effect of over 75% in size; some results filed as inactive show a strong effect at the top dose
Target sequence (P49798 whole entry, looked up): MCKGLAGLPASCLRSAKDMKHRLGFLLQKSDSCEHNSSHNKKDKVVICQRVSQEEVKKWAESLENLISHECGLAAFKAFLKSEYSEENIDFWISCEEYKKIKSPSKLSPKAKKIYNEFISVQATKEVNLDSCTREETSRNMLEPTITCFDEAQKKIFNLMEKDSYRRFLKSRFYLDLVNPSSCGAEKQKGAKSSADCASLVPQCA
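MLSMR compounds (23 nl, pin-transferred) preincubated 10 min at room temperature with a 500nM (2x) first reagent, then RGS4 at 900nM (2x) plus Transcreener GDP mix added; fluorescence polarization (620/688 nm) read before and after 90 min at 30 °C.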
TrxR1 substrate: rat thioredoxin reductase 1 substrate activity | Potency, µM (doses to about 114 µM), inactives show at the top dose activity change, negative = substrate turnover | purified TrxR1 substrate turnover, NADPH consumption readout | actives 0.01% (n = 390,000) | O89049 | AID 588456; also: potency is read from the fitted curve at half-maximal effect; % is scaled to controls: 0 for no effect and ±100 for the full control effect; nearly all actives have a fitted effect of over 50% in size
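Rat TrxR1, dispensed at 90 nM, was prereduced with 400 uM NADPH (final) for 5 min at ~22 deg C, then incubated with compound 15 min before 400 uM selenite. A first-read NADPH fluorescence drop versus no-compound background flagged substrates.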
mIDH1 inhibitor: human IDH1 R132H inhibition | IDH1-R132H enzyme, NADPH consumption, diaphorase/resazurin fluorescence | Potency, µM (highest dose often 76.6 µM), for the others: at the highest dose activity change, negative = inhibition, usual class: inhibitors | actives 0.093% (n = 390,000) | AID 602179; also: potency is read from the fitted curve at half-maximal effect; % is scaled to controls: 0 for no effect and ±100 for the full control effect; nearly all actives have a fitted effect of over 65% in size
Target sequence (O75874 whole entry R132H, stated change not applied): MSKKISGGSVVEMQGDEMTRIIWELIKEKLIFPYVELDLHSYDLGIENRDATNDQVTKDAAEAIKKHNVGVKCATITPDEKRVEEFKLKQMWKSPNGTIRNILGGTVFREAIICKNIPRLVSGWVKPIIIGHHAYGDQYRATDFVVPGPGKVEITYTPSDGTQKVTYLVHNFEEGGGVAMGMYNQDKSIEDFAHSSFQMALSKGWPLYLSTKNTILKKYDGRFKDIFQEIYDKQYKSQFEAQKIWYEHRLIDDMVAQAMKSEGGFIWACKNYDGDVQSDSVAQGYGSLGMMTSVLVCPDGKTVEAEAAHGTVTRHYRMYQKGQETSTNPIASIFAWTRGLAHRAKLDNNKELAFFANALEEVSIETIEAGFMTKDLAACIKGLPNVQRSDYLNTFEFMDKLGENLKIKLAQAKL
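IDH1-R132H (0.5 ug/mL) preincubated 30 min with compound, then NADPH (0.016 mM) and alpha-KG (2 mM) added; 80 min at RT, pH 7.5. Remaining NADPH coupled via diaphorase/resazurin to fluorescence (540/590 nm); concentration-response curves normalized to no-enzyme control.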
LDHA inh: blocks human lactate dehydrogenase A | purified LDHA, NADH/diaphorase-resazurin fluorescence; active compounds read low | activity change, % (values are at about 110 or 230 µM) | actives 0.15% (n = 480,000); in the data active = activity change below about -30%; inconclusive = mostly about -25% to -30%;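 also: plate controls were DMSO wells for no effect and wells without enzyme for full effect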
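Human LDH5 at 2 nM final in Tris HCl pH 7.4 with 0.06 mM NADH and 0.2 mM pyruvate, reacted 5 minutes at room temperature. Remaining NADH coupled via diaphorase/resazurin; resorufin fluorescence read at 0 and 20 minutes, normalized to enzyme-free and DMSO wells.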
The depositor's hits bear a star; ? = inconclusive; nt = no result given; & = joins results of further samples; [ ] = another dose, or the depositor's remark. Unless noted, calls follow the shape of the dose curve; as a rule, active = well fitted curve in the direction sought with a large enough effect; inconclusive = small, poorly fitted or top-dose-only effect, or another doubt; inactive = no such curve, though single readings can be large; an effect the other way counts as inactive or inconclusive. An excerpt; the hit share may differ from the screen's.

SMILES,GRP78 ERSR act,USP1 inh,Vif-APOBEC3F blk,RGS4 inhibitor,mIDH1 inhibitor,TrxR1 substrate,LDHA inh,rTrxR1 inhibitor,Vif-A3G inh
O=C(c1ccncc1)c1ccc(N2CCN(C3CC(=O)N(Cc4ccccc4)C3=O)CC2)cc1 (stereo not given),-8%,-9%,3%,-21%,1%,-12%,-1,-15%[57.1 µM],0%
O=C(CSc1nc2nn(-c3ccccc3)c(=O)c-2c2n1CCCCC2)c1ccc(O)c(O)c1,7%,-2%,-6%,-15%,1%,-2%,12,-6%,?
COC(=O)Cc1[nH]c(=S)[nH]c1C(=O)OC,-1%,-4%,4%,6%,7%,0%,-16,-17%,-1%
CCOC(=O)C[n+]1cccc(Br)c1,-3%,nt,nt,nt,nt,8%,nt,27%,0%
Cc1cccc(NC(=O)CCS(=O)(=O)c2cccc3nonc23)c1C,-4%,-30%,12%,20%,17%,8%[57.1 µM],-4,0%[57.1 µM],1%
CCOC(=O)C1=C(c2ccccc2)NC(SC)=C(C#N)C1c1ccco1 (stereo not given),-3%,-10%,-1%,-18%,4%,2%,8,-19%,1%
CN1CCN(NC(=O)C23CC4CC(CC(C4)C2)C3)CC1,-3%,2%,2%,0%,-5%,8%,-6,30%,-5%
CCOC(=O)c1[nH]c(C)c(CCC(=O)Nc2cc(Cl)ccc2C)c1C,-5%,-9%,3%,34%,-2%,3%[57.1 µM],6&-11,31%[57.1 µM],0%
CCOC(=O)C1CCN(c2ncnc3c2cnn3-c2ccc(Cl)cc2)CC1,-10%,4%,15%,4%,1%,-11%,1,-8%,0%
CCCCCC/C=N/Nc1nnc(Cc2ccc(OC)c(OC)c2)c(=O)[nH]1,-3%,-7%,?,16%,-15%,-14%[57.1 µM],4,5%,-1%
COc1cccc(C(=O)Nc2cc(C(F)(F)F)ccc2Cl)c1,4%,-2%,-2%,26%,7%,-2%,-3,10%,1%
Cc1ccc(C(=O)NCC(=O)N2CCC(Cc3ccccc3)CC2)cc1,2%,-18%,4%,-19%,1%,2%,-6,3%,4%
O=C1c2ccccc2NC(c2ccccc2O)N1NS(=O)(=O)c1ccccc1 (stereo not given),-4%,-25%,5%,22%,-5%,17%[57.1 µM],2,12%[57.1 µM],-1%
O=c1cc(-c2ccccc2F)oc2ccccc12,-5%,-11%,2%,-4%[56.9 µM],7%,-3%,-2,11%,1%
NC(=O)c1ccc(N2CCN(c3ccc(O)cc3)CC2)c([N+](=O)[O-])c1,-2%,-2%,1%,-22%,2%,0%[57.1 µM],23,-7%[57.1 µM],1%
NC(=O)Cn1cnc2nc3n(c2c1=O)CCC3,-5%,-19%,-18%,8%,0%,4%[57.1 µM],-3,16%[57.1 µM],-1%
CCOc1ccc(C(=O)NC(=S)Nc2cccc(NC(=O)c3ccco3)c2)cc1[N+](=O)[O-],-3%,-6%,0%,-15%,-1%,-16%,-4,-27%,-2%
CCOc1ccccc1N(CC(=O)NCC1CCCO1)C(=O)CCC(=O)Nc1ccccn1 (stereo not given),-6%,-2%,-13%,17%,6%,-12%,-1,-6%,2%
Cc1nn(Cc2ccccc2)c(C)c1C(=O)N1CCN(S(=O)(=O)/C=C/c2ccccc2)CC1,-4%,-20%,0%,-16%,-3%,-2%,-1,19%,1%
CCOCc1cn(CC(=O)c2ccc(Cl)cc2)c(C)nc1=N,-2%,4%,-11%,23%,7%,-6%,-2,-3%,2%
COc1ccccc1/C=C/C(=O)NC(=S)NCC1CCCO1 (stereo not given),1%,-5%,?,12%,24%,6%[57.1 µM],-7,-2%[57.1 µM],-10%
Cc1c(Cl)cccc1-n1c(SCC(=O)N(C)Cc2ccccc2)nnc1-c1ccncc1,-4%,-24%,-6%,-8%,-4%,7%,0,8%,0%
COc1ccc(C2OC(=O)CC2C(=O)NCc2ccc(Cl)cc2)cc1OC (stereo not given),4%,-9%,-8%,-42%,1%,-1%,-3,-2%,2%
CC(C)N1CC23C=CC(O2)C(C(=O)OCc2ccccc2)C3C1=O (stereo not given),0%,-9%,-5%,22%,-4%,-7%,-3,1%,3%
C=C(C)C1CC=C(C)/C(=N/NC(=O)c2cccc([N+](=O)[O-])c2)C1 (stereo not given),3%,-20%,1%,-14%,2%,7%,-10,13%,1%
Cc1ccc(S(=O)(=O)N(CCCc2c(C)nc[nH]c2=O)c2ccccc2)cc1,-1%,-4%,-6%,5%,4%,10%[11.4 µM],-7,34%[activator][11.4 µM],-1%
O=C(CSc1nc(N2CCCCC2)nc(N2CCCCC2)n1)c1ccccc1,4%,-1%,5%,3%[11.4 µM],0%,4%[57.1 µM],0,16%[57.1 µM],-2%
CCCN1CCC(NC(=O)Cc2ccccc2OC)CC1,-2%,-12%,-6%,-7%,-2%,-2%,-10,7%,0%
c1ccc(N2N=C(c3cccs3)CC2c2ccco2)cc1 (stereo not given),2%,-12%,-11%,18%,2%,162%[activator],-9,15%,-13%
NC(=O)C1CCN(C2CC(=O)N(c3cccc(F)c3)C2=O)CC1 (stereo not given),0%,-16%,0%,-15%,1%,4%,-2,3%,-2%
C[C@H]1NC(=O)[C@]2(C)[C@@H](c3ccccc3)[C@H]3COc4ccccc4[C@@H]3N2C1=O,-1%,-21%,-6%,-15%,-4%,2%,-6,19%,-3%
Cc1nc(SCC(=O)NCC2CCCO2)c2cc(-c3ccccc3)sc2n1 (stereo not given),4%,-30%,2%,-4%,-5%,-4%,2,-17%,-12%
Cc1ccccc1-c1ccc2c(c1)O[C@@H](CN(C)Cc1ccc(C(=O)O)cc1)[C@@H](C)CN([C@H](C)CO)S2(=O)=O,-6%,-18%,7%,nt,14%,nt,1,nt,-5%
O=C(CNC(=O)c1ccc(Cl)cc1)N/N=C/C=C/c1ccccc1,-1%,-7%,20%,-3%,-3%,-3%,-9,10%,-3%
O=C(NCc1ccccc1)C1CCCN(S(=O)(=O)c2ccc(-n3cnnn3)cc2)C1 (stereo not given),-6%,-22%,-4%,-5%,3%,12%,-5,28%,-3%
O=C(Nc1ccc(N2CCOCC2)cc1Cl)C1CCN(C(=O)OCc2ccccc2)CC1,3%,-12%,3%,-24%,4%,-8%,-2,-5%,-5%
Cn1c(=O)[nH]c(=O)c2c1nc(SCCO)n2CC(O)COc1ccccc1 (stereo not given),-6%,3%,?,-44%,4%,5%[11.4 µM],2,25%[11.4 µM],-1%
COc1cccc(/C=C2\SC(=O)N(CCC(=O)NCCCn3ccnc3)C2=O)c1,1%,-12%,1%,2%,14%,-3%,-4,6%,0%
COc1cccc(NC(=O)Nc2ccc3snnc3c2)c1,-3%,-31%,-2%,-18%,2%,1%,-4,13%,2%
Cc1cc2cc(C)c(NCCNC(=O)c3ccccc3F)nc2cc1C,-2%,-23%,4%,10%,12%,0%[57.1 µM],-7,9%[57.1 µM],0%
Cc1cccc(N(C(=O)c2csnn2)C(C(=O)NC(C)(C)C)c2ccncc2)c1 (stereo not given),2%,3%,-1%,29%,-5%,8%,-8,-19%,-1%
O=C(CN1CCCCC1)Nc1ccccc1NC(=O)CN1CCCCC1,-3%,-1%,7%,18%[11.4 µM],-4%,5%[57.1 µM],-3,3%[57.1 µM],0%
O=C(NCCCN1CCOCC1)c1cccc(S(=O)(=O)N2CCc3ccccc32)c1,-1%,-7%,-5%,nt,-3%,nt,0,nt,1%
CC(C)Nc1nc(SCC(=O)Nc2ccccc2)nc(N2CCOCC2)n1,-5%,-7%,1%,-41%,7%,-3%[57.1 µM],-3,12%[57.1 µM],1%
O=C(/C=C/c1ccccc1)N(Cc1cccc(Cl)c1)C1CCS(=O)(=O)C1 (stereo not given),-2%,-7%,-29%,-26%,7%,-20%[11.4 µM],-1,23%[11.4 µM],0%
CC(C)NC(=O)c1ccc2c(c1)N(Cc1ccccc1)C(=O)C(C)(C)O2,-1%,-20%,3%,-10%[56.9 µM],1%,-16%,-3,-22%,-2%
Cc1nnc(Sc2nc3c(c(=O)n(C)c(=O)n3C)n2Cc2ccc(Cl)cc2)s1,-4%,-7%,4%,7%,-2%,-5%,-4,6%,2%
CCOc1ccc(C(=O)NCC(=O)N2CCN(C/C=C/c3ccccc3)CC2)cc1OCC,-1%,2%,-1%,-5%,1%,-8%,-2,-18%,-4%
CC(C)(C)c1ccc(C(=O)NCC(c2cccs2)S(=O)(=O)c2ccc(F)cc2)cc1 (stereo not given),-3%,-2%,0%,11%,1%,-22%[57.1 µM],-5,-24%[57.1 µM],8%
COC(=O)Cn1c(C(F)(F)F)nc2ccccc21,-7%,-1%,-7%,13%,3%,9%,-3,42%[57.1 µM],4%
